TNAP inh no acc: inhibitors of human TNAP without phosphate acceptor; 200,000 tested, 0.26% active; inhibition, % at 20 µM; purified TNAP, CDP-star luminescence, 30 min; AID 1012;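 active = tissue-nonspecific alkaline phosphatase inhibition above about 50% at 20 µM in the single-dose screen, limit read from the data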;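 note: 0% = DMSO negative control and 100% = EDTA positive control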
Target sequence (P05186 whole entry, looked up): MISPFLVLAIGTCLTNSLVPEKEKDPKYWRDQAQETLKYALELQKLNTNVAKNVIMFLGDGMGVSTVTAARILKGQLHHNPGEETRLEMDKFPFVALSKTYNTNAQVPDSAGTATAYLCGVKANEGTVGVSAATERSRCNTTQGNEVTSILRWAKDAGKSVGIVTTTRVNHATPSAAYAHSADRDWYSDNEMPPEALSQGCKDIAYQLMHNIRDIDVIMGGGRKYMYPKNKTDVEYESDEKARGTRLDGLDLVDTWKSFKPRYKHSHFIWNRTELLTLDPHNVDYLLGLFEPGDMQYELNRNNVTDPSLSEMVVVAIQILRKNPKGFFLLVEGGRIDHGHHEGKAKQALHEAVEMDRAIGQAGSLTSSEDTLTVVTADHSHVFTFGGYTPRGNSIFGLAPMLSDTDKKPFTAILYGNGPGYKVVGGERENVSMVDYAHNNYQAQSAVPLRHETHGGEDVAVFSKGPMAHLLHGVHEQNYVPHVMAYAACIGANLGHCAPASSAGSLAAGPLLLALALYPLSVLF
FLuc inhib CS: inhibits firefly luciferase, flagging false hits in luciferase inhibition screens | P08659 | ATPLite firefly luciferase biochemical luminescence, 10 min | inhibition, % at 10 µM | 200,000 tested, 1.5% active | AID 1006;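 active = inhibition above about 50% when tested at 10 µM, limit read from the data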
Target sequence (P08659 whole entry, looked up): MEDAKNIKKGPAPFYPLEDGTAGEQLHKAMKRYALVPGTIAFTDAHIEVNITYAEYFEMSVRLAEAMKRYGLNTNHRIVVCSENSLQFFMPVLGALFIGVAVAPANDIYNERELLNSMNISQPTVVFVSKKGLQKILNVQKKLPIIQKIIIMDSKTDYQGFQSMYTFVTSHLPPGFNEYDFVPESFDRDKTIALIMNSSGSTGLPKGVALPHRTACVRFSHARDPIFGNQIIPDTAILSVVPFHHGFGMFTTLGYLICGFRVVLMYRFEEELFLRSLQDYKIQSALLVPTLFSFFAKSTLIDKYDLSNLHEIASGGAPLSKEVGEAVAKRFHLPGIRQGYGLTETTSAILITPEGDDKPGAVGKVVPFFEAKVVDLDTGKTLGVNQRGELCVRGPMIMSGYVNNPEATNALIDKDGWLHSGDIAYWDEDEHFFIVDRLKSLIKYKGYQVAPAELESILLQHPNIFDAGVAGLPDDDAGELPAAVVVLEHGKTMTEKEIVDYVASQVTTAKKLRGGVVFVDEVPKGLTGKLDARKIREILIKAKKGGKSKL
TNAP inh hiacc: blocks human TNAP under high phosphate acceptor concentration; P05186; purified TNAP, CDP-star luminescence, 1 M DEA; inhibition, % at 20 µM; 200,000 tested, 0.03% active;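 active = over 50% inhibition of tissue-nonspecific alkaline phosphatase at 20 µM in the single-dose screen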;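 note: plate controls were DMSO wells for no effect and EDTA-quenched wells as full inhibition for full effect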
APP transl inh: APP translation inhibition; SH-SY5Y APP 5'UTR-luciferase reporter, luminescence; inhibition, % at 2 µM; 190,000 tested, 0.82% active;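 active = inhibition above a set limit, derived from the sample mean plus 3 SD, cut at about 45% in these data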; note: values of inactives mirror those of a sister screen read the other way
RAM network inh: yeast RAM network inhibition. S. cerevisiae dse1pr::URA3 reporter, 5-FOA growth OD615, 2 d; analog-sensitive cbk1-as2 kinase mutant strain. inhibition, % at 50 µM. 190,000 tested, 1.8% active. AID 868;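 active = inhibition above a set limit, 3 SD over mean compound inhibition, cut at about 8.4% in these data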;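 note: 0% = DMSO-only wells with no growth and 100% = 10 µM 1-NA-PP1 full growth; inhibition rescues growth on 5-FOA so higher OD means more RAM inhibition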
bIAP act: intestinal alkaline phosphatase (bovine) activation. purified bovine IAP, CDP-star luminescence, 30 min; active compounds read high; fold of DMSO-control signal, blank-subtracted. activation factor at 20 µM. 200,000 tested, 0.17% active. AID 1016;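 active = activation factor of 2 or more at 20 µM, a signal rise over negative controls twice the positive control's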
FLuc act counter: affects firefly luciferase, flagging false hits in luciferase stimulation screens; ATPlite luciferase biochemical, luminescence, 10 min; 0 = ATP-free wells, 1 = DMSO control; activation factor at 10 µM; 200,000 tested, under 10 active; AID 1027;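 active = luciferase activation factor, scaled between plate controls, of at least 2 with compound at 10 µM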
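Assay system – cell-free luciferase reagent · Medium – PBS-based ATP solution · Dosing – test compounds dosed from 2 mM stocks in 100% DMSO · Timing – 10 min, room temperature · Technique – light output (luminescence) · Measure – luminescence gain marking luciferase activators · Controls – No-ATP low control, compound-free enzyme-plus-ATP high control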
TNAP act hi DEA: activators of human TNAP at high phosphate acceptor concentration; activation factor at 20 µM; P05186; purified TNAP, CDP-star luminescence, 1 M DEA, 30 min; active compounds read high; 0 = EDTA background, 1 = DMSO-only activity; AID 1136; 200,000 tested, under 10 active;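 active = activation factor at least 2 at 20 µM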
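system = human TNAP | amount = enzyme diluted 1/800 final | reagent = 100 µM CDP-star substrate | signal = luminescent substrate turnover signal | dosing = one dose, 20 µM | benchmarks = EDTA negative control, DMSO positive control | measure = activation factor | timing = 30 min reaction, room temperature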
Lmaj promast: inhibitors of Leishmania major promastigote growth | Leishmania major promastigotes, resazurin fluorescence viability | inhibition, % at 10 µM | 200,000 tested, 9% active; in the data active = inhibition above about 50%;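 note: promastigotes grown with compound for 44 hours at 28 °C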
bIAP inhibitor: intestinal alkaline phosphatase (bovine) inhibition. inhibition, % at 20 µM. AID 1019. purified bovine IAP, CDP-star luminescence, 30 min. 190,000 tested, under 10 active;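 active = over 50% inhibition of intestinal alkaline phosphatase at 20 µM in the single-dose screen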
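Assay system: bovine IAP enzyme; medium: DEA buffer 100 mM, pH 9.8, with MgCl2 1.0 mM, ZnCl2 0.02 mM; doses: 20 µM single dose; incubation: enzyme reaction for 30 min at room temperature; detection: CDP-star luminescence signal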
* = called active by the depositor.

[1] CCc1nccn1S(=O)(=O)c1cc(OC)c(Cl)cc1OC
[2] COc1cc(C2CC(=O)N(CC(=O)NCc3ccco3)c3ccccc3S2)cc(OC)c1OC (stereo not given)
[3] CCOC(=O)C1CCCN(C(=O)c2cc(Nc3ccc(OC)cc3)nc3ccccc23)C1 (stereo not given)
[4] CCCCCC(=O)Nc1cc(N(C)C)nc2ccccc12
[5] CCOc1ccccc1-n1c(SCC(=O)NC2CCCC2)nnc1-c1ccoc1C
[6] CC1CCC(NCc2ccco2)CC1 (stereo not given)
[7] Cc1c(O)ccc(NS(=O)(=O)c2ccccc2)c1C
[8] Fc1ccc(OCCCCN2CCOCC2)cc1

compound no. | 1 | 2 | 3 | 4 | 5 | 6 | 7 | 8
TNAP inh no acc | -10 | -14 | -6 | -10 | -6 | -1 | 12 | -8
FLuc inhib CS | -6 | -1 | 5 | -6 | -1 | -6 | -8 | -8
TNAP inh hiacc | -4 | -3 | -4 | -3 | 1 | -5 | -2 | -1
APP transl inh | -16 | -15 | -13 | 1 | 0 | 18 | -6 | -17
RAM network inh | 1.1 | 2.1 | 2.6 | -0.9 | 2.4 | 0.7 | -0.9 | 0.5
bIAP act | 0.9 | 1 | 1 | 0.9 | 1.1 | 1 | 0.8 | 0.9
FLuc act counter | 1.1 | 1 | 0.9 | 1.1 | 1 | 1.1 | 1.1 | 1.1
TNAP act hi DEA | 1 | 1 | 1 | 1 | 1 | 1 | 1 | 1
Lmaj promast | 8 | 8 | 12 | 27 | 4 | -2 | 5 | 85*
bIAP inhibitor | 8 | -1 | -1 | 5 | -13 | 5 | 25 | 7

Next part; it opens with the 4 that closed the last part.
[5] CCOc1ccccc1-n1c(SCC(=O)NC2CCCC2)nnc1-c1ccoc1C
[6] CC1CCC(NCc2ccco2)CC1 (stereo not given)
[7] Cc1c(O)ccc(NS(=O)(=O)c2ccccc2)c1C
[8] Fc1ccc(OCCCCN2CCOCC2)cc1
[9] CC1CCc2nc(NCCO)nc(C(F)(F)F)c2C1 (stereo not given)
[10] C=CCN1C(=O)[C@]2(c3ccccc31)C1CCCC=C1C(C#N)=C(N)C2(C#N)C#N (stereo not given in full)
[11] COc1ccc(S(=O)(=O)CCC(=O)Nc2cccc(OC)c2)cc1
[12] Cc1cccc(NC(=S)N(CCN(C)C)C(C)c2ccco2)c1 (stereo not given)
[13] CCC1=NN(C(=O)C(=O)Nc2ccc(OC)cc2)C(O)(C(F)(F)F)C1 (stereo not given)
[14] COC(=O)c1c(-c2ccc(Br)cc2)csc1NC(=O)Cc1ccc(OC)c(OC)c1
[15] O=C(CSCc1cnn(-c2ccccc2)c1-n1cccc1)NCc1ccccn1
[16] Cc1nc2ccccn2c1C(=O)NC1CCCCC1

compound no. | 5 | 6 | 7 | 8 | 9 | 10 | 11 | 12 | 13 | 14 | 15 | 16
TNAP inh no acc | -6 | -1 | 12 | -8 | -7 | 3 | -14 | -5 | -14 | -10 | -13 | -12
FLuc inhib CS | -1 | -6 | -8 | -8 | -3 | -4 | 0 | -4 | 2 | -6 | 2 | -5
TNAP inh hiacc | 1 | -5 | -2 | -1 | 2 | 0 | -4 | -3 | -4 | -4 | -4 | -9
APP transl inh | 0 | 18 | -6 | -17 | -12 | -12 | 1 | 16 | 3 | -1 | 14 | -23
RAM network inh | 2.4 | 0.7 | -0.9 | 0.5 | 0.0 | 5.1 | 0.0 | 2.7 | -0.4 | 2.3 | 1.2 | 1.3
bIAP act | 1.1 | 1 | 0.8 | 0.9 | 0.9 | 1 | 1 | 1 | 1.1 | 1 | 1.3 | 1.1
FLuc act counter | 1 | 1.1 | 1.1 | 1.1 | 1 | 1 | 1 | 1 | 1 | 1.1 | 1 | 1
TNAP act hi DEA | 1 | 1 | 1 | 1 | 1 | 1 | 1 | 1 | 1 | 1 | 1 | 1.1
Lmaj promast | 4 | -2 | 5 | 85* | 10 | -6 | -9 | 47 | -12 | 7 | -9 | -7
bIAP inhibitor | -13 | 5 | 25 | 7 | 9 | -3 | -2 | -3 | -8 | 3 | -34 | -8

[17] Cc1cc(NC(=O)COC(=O)COc2cccc3c2OC(C)(C)C3)no1
[18] O=C(N/N=C/c1cccs1)c1ccc2c(c1)OCO2
[19] O=C(O)c1nn(-c2ccccc2)c(-c2ccccc2)c1C(=O)c1ccccc1
[20] CC1=C(C(=O)Nc2ccc(C)cc2C)C(c2ccc(C)o2)NC(=O)N1 (stereo not given)
[21] COC(=O)CN1C(=O)N/C(=C/c2ccc(OC)cc2)C1=O
[22] CCNC(=S)N/N=C(\C)c1ccc2c(c1)OCCO2
[23] CCOc1ccc(NS(=O)(=O)c2cc(Cl)ccc2OC)cc1
[24] Cc1cccc(-n2ncc3c(NCc4ccccc4)ncnc32)c1

compound no. | 17 | 18 | 19 | 20 | 21 | 22 | 23 | 24
TNAP inh no acc | -2 | -9 | -16 | -9 | -11 | -3 | 3 | -4
FLuc inhib CS | -10 | 88* | -5 | -9 | 4 | 26 | 2 | 0
TNAP inh hiacc | -3 | 4 | -2 | -1 | -3 | -2 | -6 | 2
APP transl inh | 11 | -104 | 1 | 12 | -5 | -12 | 14 | -48
RAM network inh | -0.7 | -1.1 | 1.4 | 0.3 | 0.6 | -0.3 | 0.7 | 3.8
bIAP act | 0.9 | 0.9 | 0.9 | 0.9 | 1 | 1.1 | 0.9 | 0.9
FLuc act counter | 1.1 | 0.1 | 1 | 1.1 | 1 | 0.7 | 1 | 1
TNAP act hi DEA | 1 | 1 | 1 | 1 | 1 | 1 | 1.1 | 1
Lmaj promast | -2 | -7 | 44 | 0 | -2 | -3 | 12 | -5
bIAP inhibitor | 7 | 7 | 14 | 8 | 0 | -13 | 5 | 7

[25] CC(Cl)C(=O)NN=C(c1ccccc1)c1ccccc1 (stereo not given)
[26] COc1ccc(NC(=O)C23CC4CC(C2)CC(n2cnc(Br)n2)(C4)C3)cc1Cl
[27] COc1ccc(N2C(=O)CCC(C(C)=O)=C2C)cc1
[28] O=C(C1=C[C@@H](C2CCCCC2)C[C@@H](OCCCCO)O1)N1CCN(Cc2ccc3c(c2)OCO3)CC1
[29] CCOc1ccc(-n2c(CCc3ccccc3)n[nH]c2=S)cc1
[30] Cc1cccc(C2=N/C(=C/c3cccs3)C(=O)O2)c1
[31] Cc1cc(NC(=O)CCC(=O)N(Cc2cccs2)C(C(=O)NC2CCCC2)c2ccncc2)no1 (stereo not given)
[32] O=C(COc1c(F)c(F)cc(F)c1F)NC(=O)NC1CCCC1

compound no. | 25 | 26 | 27 | 28 | 29 | 30 | 31 | 32
TNAP inh no acc | -3 | -9 | -14 | -5 | -15 | -9 | -17 | -9
FLuc inhib CS | -10 | -8 | -6 | -6 | 2 | 88* | -8 | -1
TNAP inh hiacc | -4 | -4 | -4 | -6 | -4 | -3 | -7 | -3
APP transl inh | 5 | 47* | -19 | 5 | -22 | -14 | -10 | 13
RAM network inh | 1.9 | 0.9 | 1.7 | 1.4 | 2.2 | 4.4 | 1.1 | -0.5
bIAP act | 1 | 0.9 | 0.9 | 1 | 1 | 1.2 | 1.1 | 0.9
FLuc act counter | 1.1 | 1.1 | 1.1 | 1.1 | 1 | 0.1 | 1.1 | 1
TNAP act hi DEA | 1 | 1 | 1 | 1.1 | 1 | 1 | 1.1 | 1
Lmaj promast | 19 | 1 | -5 | 26 | -4 | 1 | -7 | -7
bIAP inhibitor | -2 | 12 | 8 | -2 | 0 | -20 | -5 | 11

[33] C/C(=N\NC(=O)c1ccc(Cl)cc1)c1cccs1
[34] Cc1cc(Oc2ccc(OCC(N)=O)nn2)nc(Cl)n1
[35] CC1(c2ccccc2)NC(=O)N(CC(=O)Nc2cccc(C#N)c2)C1=O (stereo not given)
[36] C=CCN1C(=O)c2ccc(C(=O)OCC(=O)N(C)C3CCCCC3)cc2C1=O
[37] COc1ccc(C2C(C(=O)O)CC(=O)N2c2ccc(OC)cc2)cc1 (stereo not given)
[38] Nc1ccc(Cl)c(S(=O)(=O)Nc2cccc(Cl)c2)c1
[39] Cc1[nH]nc(-c2ccc(O)c(C)c2O)c1-c1cnn(-c2ccccc2)c1
[40] CC(=O)c1cc2cc(O)ccc2o1

compound no. | 33 | 34 | 35 | 36 | 37 | 38 | 39 | 40
TNAP inh no acc | -12 | -13 | -5 | -8 | -14 | -5 | 4 | -6
FLuc inhib CS | 90* | -2 | -4 | -8 | -6 | 1 | -2 | -3
TNAP inh hiacc | -7 | -3 | -2 | -6 | 3 | -1 | -6 | -3
APP transl inh | -128 | 8 | -6 | 1 | -5 | 15 | -21 | 9
RAM network inh | 3.2 | 1.4 | 1.1 | 2.2 | 1.9 | 2.3 | 0.1 | 0.5
bIAP act | 0.8 | 1.1 | 0.9 | 1.1 | 0.9 | 1.3 | 1.2 | 1.1
FLuc act counter | 0.1 | 1 | 1 | 1.1 | 1.1 | 1 | 1 | 1
TNAP act hi DEA | 1.1 | 1 | 1 | 1.1 | 1 | 1 | 1.1 | 1
Lmaj promast | -5 | -2 | -7 | -5 | -5 | 10 | 16 | 3
bIAP inhibitor | 16 | -14 | 11 | -6 | 8 | -30 | -21 | -6

[41] COc1ccc(C2SCCN2S(=O)(=O)c2ccccc2)cc1 (stereo not given)
[42] COC(=O)c1sc2nc(C)c([N+](=O)[O-])c(C)c2c1N
[43] Cc1ccc2nc(C)c(C(=O)NN=C3CCCCCC3)n2c1
[44] Cc1cc(C)c(OCC(=O)Nc2nc3ccccc3[nH]2)c(C)c1
[45] O=C(NCCc1ccccc1F)C(=O)Nc1nccs1
[46] Cc1cc(C)nc(N2C(=O)CC(C(C)c3ccccc3)C2=O)n1 (stereo not given)
[47] Cc1cc(C)cc(NC(=S)N(CCN2CCCCC2)Cc2ccco2)c1
[48] Cc1noc(C)c1CSc1nnc(-c2ccncc2)n1-c1cccc(Cl)c1C
[49] CC1(C)Cc2c(c(-c3ccccc3)nc3[nH][nH]c(=O)c23)CO1

compound no. | 41 | 42 | 43 | 44 | 45 | 46 | 47 | 48 | 49
TNAP inh no acc | -6 | -8 | -24 | -28 | 0 | -8 | -9 | -13 | 2
FLuc inhib CS | -1 | 2 | -4 | 2 | -1 | -4 | 0 | -3 | -7
TNAP inh hiacc | -4 | -1 | -7 | -7 | -1 | 2 | -2 | -4 | -2
APP transl inh | -5 | 6 | 84* | 8 | -5 | -8 | -2 | 11 | 4
RAM network inh | 0.5 | 2.5 | 0.2 | 4.1 | 4.6 | 1.0 | 4.2 | -1.1 | 2.9
bIAP act | 1 | 1 | 1.1 | 1.3 | 1 | 1 | 0.8 | 1.1 | 1
FLuc act counter | 1 | 1 | 1 | 1 | 1 | 1 | 1 | 1 | 1.1
TNAP act hi DEA | 1 | 1 | 1.1 | 1.1 | 1 | 1 | 1 | 1 | 1
Lmaj promast | 10 | -3 | -6 | -3 | -1 | -11 | 13 | 4 | -11
bIAP inhibitor | 3 | 5 | -10 | -33 | 1 | 1 | 16 | -5 | 3

Values by screen from the list.
APP transl inh for nos. 42–47 → 6, 84*, 8, -5, -8, -2
TNAP inh hiacc for nos. 42–47 → -1, -7, -7, -1, 2, -2

Screening results from PubChem.

This is a random part of the collection. Share with any hit: about 13%.
